NPYLR7 agonist = mosquito NPYLR7 agonism; HEK293T NPYLR7/Galpha15, GCaMP6s calcium fluorescence; activation, % at 10 µM; hit rate 0.15% among 270,000; AID 1259423; in the data active means activation above about 40%;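 further: 0% = vehicle and 100% = reference agonist at the receptor; some compounds past the cut are filed as inactive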
mcGAS lum = inhibitors of mouse cGAS. inhibition, % at 12.5 µM. recombinant cGAS, Kinase-Glo ATP depletion luminescence. hit rate 0.15% among 160,000;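 further: 0% = negative control wells and 100% = reference inhibitor with no enzyme activity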
hcGAS lum = inhibitors of human cGAS | inhibition, % at 12.5 µM | hit rate 0.081% among 290,000 | recombinant h-cGAS, ATP depletion, Kinase-Glo luminescence;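 further: 0% = vehicle reaction and 100% = reaction without DNA for no activity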
Target sequence (Q8N884 whole entry, looked up): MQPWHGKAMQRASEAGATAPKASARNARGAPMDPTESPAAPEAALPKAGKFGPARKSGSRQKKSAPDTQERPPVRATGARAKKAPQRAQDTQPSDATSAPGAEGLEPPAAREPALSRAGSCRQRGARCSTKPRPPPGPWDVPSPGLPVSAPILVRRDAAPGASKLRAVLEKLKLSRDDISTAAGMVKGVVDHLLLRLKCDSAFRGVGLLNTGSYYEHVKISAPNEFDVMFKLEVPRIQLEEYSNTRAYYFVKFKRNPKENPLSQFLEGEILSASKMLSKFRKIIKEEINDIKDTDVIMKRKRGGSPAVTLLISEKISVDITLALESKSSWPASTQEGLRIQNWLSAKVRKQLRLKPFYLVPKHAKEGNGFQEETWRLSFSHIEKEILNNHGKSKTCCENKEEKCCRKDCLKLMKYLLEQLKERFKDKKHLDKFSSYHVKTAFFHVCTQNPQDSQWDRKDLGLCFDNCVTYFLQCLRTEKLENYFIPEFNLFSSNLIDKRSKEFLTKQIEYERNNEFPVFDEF
* marks the source's active call; other numbers are inactive results; / = not tested or not shown; & = joins results of further samples. Unless noted, no stated cut-off is given here; in the data, active means inhibition above about 40%; inactive means the rest.

SMILES	NPYLR7 agonist	mcGAS lum	hcGAS lum
CCCCc1ccc(-n2nnc(C(=O)N(C)C3CCS(=O)(=O)C3)c2C)cc1 (stereo not given)	3	-9	-7
Cc1cc(C(=O)N(Cc2ccco2)c2nc3ccc(Cl)cc3s2)on1	3	-7	-4
CC(C)=CCC/C(C)=C/CC/C(C)=C/CO	-11	/	-2
CCOC(=O)c1nn(-c2ccc(F)cc2)c(=O)c2c(NC(C)=O)scc12	5	-9	-4
CN1CCN(n2c3c(c(SCC(=O)Nc4cccc([N+](=O)[O-])c4)nc2=O)CCCC3)CC1	-3	-1	-2
O=C(NC1CC1)C1CN(Cc2cnc(NCc3ccccc3)nc2)CCN1 (stereo not given)	8	/	-8
O=C(NCC(=O)N1CCC(C(=O)c2ccccc2)CC1)c1ccccc1Cl	0	/	7
CCCS(=O)(=O)Nc1ccc(N(C)C)c(CN(C(=O)CC(C)(C)C)C2CCCCC2)c1	15	-8	-4
O=C(NC1CC1)c1ccc(NC(=O)c2ccc(F)cc2F)cc1	1	/	-17
CCOc1ccc(CN(C(=O)c2ccc(C3CCCO3)s2)C2CC2)cc1 (stereo not given)	7	/	0
c1c2c(cc3[nH]c(C4CCCCC4)nc13)OCCO2	3	/	-3
COCC(=O)N1CCC2(CC1)C(=O)N(CC(=O)NCCc1ccc(Cl)cc1Cl)CN2c1ccccc1	8	-8	-9
COc1cccc(Nc2cc(C)nc3c(-c4ccc(C)cc4)c(C)nn23)c1	-6	-8	-3
COc1ccc(C2c3[nH]c4ccccc4c3CCN2Cc2ncc(C)[nH]2)cc1C (stereo not given)	4	/	-8
COC(=O)c1ccc(S(=O)(=O)NCCN2CCOCC2)cc1	6	/	-7
O=C(Cn1c(O)c(N=Nc2ccccc2)c2ccccc21)Nc1ccccc1	-5	-5	-3
Cc1ccc(C(=O)NC2CCCc3nc(-c4cccnc4)ncc32)s1 (stereo not given)	21	/	-11
Cc1ccc(/C=N\Nc2nc(N3CCOCC3)nc(N3CCOCC3)n2)o1	-11	-5	-3
C=CCn1c(N2CCN(Cc3ccccc3)CC2)nc2c1c(=O)n(C)c(=O)n2C	-20	2	5
CS(=O)(=O)c1cccc(C(=O)Nc2cc(F)cc(N3CCCC3)c2)c1	2	/	-11
O=C(CN1CCOc2ccccc2C1)N1Cc2cnn(CCO)c2C1	6	-18	-7
COc1cccc(Nc2nc(C(N)Cc3ccc(F)cc3)cs2)n1 (stereo not given)	-5	-2	-3
COc1ccc(C(=O)N2CCN(c3cc(Cl)nc(SCC(=O)N(C)CCc4ccc(OC)c(OC)c4)n3)CC2C)cc1 (stereo not given)	17	-5	-7
Cc1ccc(Nc2nc(NCCCN(C)C)nc3nccnc23)cc1	2	/	-2
CCN1C(=O)NC(c2ccsc2)C2=C1CN(CC(=O)NCCCOC)C2=O (stereo not given)	-1	-4	-5
CCc1nc(C)sc1C(=O)N(C)Cc1noc(C2CCC2)n1	2	/	-1
C=c1ccc2cc(=C3N=C(c4cccnc4)ON3)c(=O)[nH]c2c1	-5	/	1
Cc1sc2nc3n(c(=O)c2c1C)N=C(c1cccs1)CS3	5	/	-3
CCOC(=O)COC1CN(C(=O)c2ccccc2)CCC(=O)N(C)c2ccccc21 (stereo not given)	4	-5	-3
COc1ccccc1NC(=O)CSc1nc2c(cnn2CCO)c(=O)[nH]1	5	/	-9
COc1ccccc1-c1onc(C)c1C(=O)N1CCC(Cc2ccccc2)CC1	9	-8	-4
CCOC(=O)CCc1c(C)[nH]n(-c2nc3ccccc3[nH]2)c1=O	-15	/	0
CN(C1CCCCC1)S(=O)(=O)c1ccc2c(c1)OCCCO2	0	/	-4
COc1ccc(OC)c(CN(Cc2nc(C(=O)N3CCN(C(C)=O)CC3)co2)C(C)c2ccccc2)c1 (stereo not given)	/	-2	3
CC1(C)Cc2ccccc2CN1C(=O)c1cn(CC2CCCNC2)nn1 (stereo not given)	16	/	-7
COc1ccc(F)c(CN2CCCC(O)(CN(C)Cc3ccsc3)C2=O)c1 (stereo not given)	30	-12	-9
Fc1ccc(Br)cc1C=Nn1c(-c2ccccc2)n[nH]c1=S	-2	-2	-2
COc1ccccc1-c1cc(C(=O)N2CCN(c3cccc(Cl)c3)CC2)n2nc(-c3ccccc3)cc2n1	12	-6	-6
CCCc1c(C(=O)NCC2CCCO2)cnn1-c1cccc(Cl)c1 (stereo not given)	21	-6	-7
Cc1ccc(-n2c(SCc3cccc(Cl)c3)nnc2-c2cccc(C)c2)cc1	20	-6	-9

Part of the list above in order of molar mass, descending:
SMILES	NPYLR7 agonist	mcGAS lum	hcGAS lum
Cc1ccc(Nc2nc(NCCCN(C)C)nc3nccnc23)cc1	2	/	-2
CN(C1CCCCC1)S(=O)(=O)c1ccc2c(c1)OCCCO2	0	/	-4
CCc1nc(C)sc1C(=O)N(C)Cc1noc(C2CCC2)n1	2	/	-1

(continued)
SMILES	NPYLR7 agonist	mcGAS lum	hcGAS lum
Cc1ccc(NC(=O)NNc2nc(Nc3ccccc3)nc(N3CCCCC3)n2)cc1	-3	-7	-6
Cc1ccc2nc(C)c(NC(=O)c3ccc(C)c(C)c3)c(=O)n2c1	6	/	-11
O=C1C(=Cc2cccc([N+](=O)[O-])c2)C(c2ccccc2)Oc2ccccc21 (stereo not given)	1	-3	-3
CN(C)c1ccc(-c2nc(C(Cl)(Cl)Cl)nc(C(Cl)(Cl)Cl)n2)cc1	-8	4	4
Cc1cc(C)nc(-n2nc(C(C)(C)C)cc2OCC(=O)N2CCc3ccccc32)n1	1	/	-6
Cc1ccc2c(C)nc(Nc3nc(C)c(C)c(=O)[nH]3)nc2c1	-3	-7	-2
CC1(C)CNC(=O)c2nc(-c3ccncc3)[nH]c2C1	24	-12	-4
c1ccc(CN(Cc2cccnc2)CC2CCCN(C3CCCCC3)C2)cc1 (stereo not given)	10	-8	-5
O=C(NCCCC(=O)N1CCN(Cc2ccc(-c3noc(-c4cccs4)n3)cc2)CC1)OCc1ccccc1	9	2	3
c1ccc(CN2CCC3(CC2)NCCc2[nH]cnc23)cc1	-9	/	0
CCCS(=O)(=O)Nc1ccc(N(C)C)c(CN(Cc2ccc(F)cc2)C(=O)NC(C)(C)C)c1	2	-7	-3
COc1cc(=O)n(-c2ccccc2)nc1C(=O)N1CCN(c2ccccc2F)CC1	4	/	-5
Cc1ccc(CNC(=O)CSc2[nH]c(=O)ncc2C)cc1	3	-7	-3
CNCC[C@@H](Oc1ccc(C(F)(F)F)cc1)c1ccccc1	-8	-4	-5
C=CCN(CC(=O)N(Cc1ccc(F)cc1)Cc1ccc(C)s1)C(=O)c1ccc(OC)cc1	-3	-4	-12
Cc1ccc(Sc2ccc(S(N)(=O)=O)cn2)c(C)c1	6	-5	-8
O=C(CCN1CCCO1)N1CCC(Cc2nncn2-c2ccccc2)CC1	-1	-10	-4
CCc1nc2ccc(C(=O)N(C)Cc3ccco3)cn2c1N(CC)C(=O)CCC1CCCC1	1	-3	-1
CN(Cc1ccc2c(c1)OCO2)C(=O)C1CCCN1C(=O)C1CCCCC1 (stereo not given)	-9	/	0
COc1ccc(C2=NN3C(C2)c2ccccc2OC3c2ccc(OC)c(OC)c2)cc1OC (stereo not given)	0	-6	-1
O=c1oc2cc(O)ccc2cc1-c1nc2ccccc2s1	140*	-3	-2
COc1ccc(NC(=O)C2(N3Cc4ccc(-c5ccnn5C)nc4C3=O)CC2)cn1	-14	-7	-4
COc1ccc(-c2cc(C(=O)N3CCC(Cc4ccccc4)CC3)c(C)n2-c2ccc(F)cc2F)cc1	13	-5	0
Cc1ccc(Cn2c3nc(C#N)c(C#N)nc3c3c(=O)[nH]c(C)nc32)cc1	9	/	-8
CCn1cc(S(=O)(=O)Nc2c(C)cc(F)cc2C(=O)O)cn1	8	/	-4
COc1ccc(C)cc1NC(=O)N1CCc2ccccc2C1c1ccccc1Cl (stereo not given)	13	-6	-5
Cc1nn(Cc2ccccn2)c(=O)c2c1cnn2C(C)(C)C	3	/	-4
C=CCSc1nn2c(=O)c3ccccc3nc2s1	2	/	-7
CCCCn1c(=O)n(Cc2ccccc2F)c(=O)c2[nH]c(Cc3ccc(NC(C)=O)cc3)nc21	0	-3	2
c1ccc2c(c1)CN(CCCNCc1cccc3c1OCCO3)C2	2	/	-14
NC(=O)c1ccc(NC(=O)C2CC2c2ccc(F)cc2F)cc1F (stereo not given)	-2	/	-4
CCOC(=O)c1nnc2n(c1=O)CCN2c1ccc(F)cc1	-5	/	-12
CCOC(=O)C1CCCN(C(=O)C(Cc2ccccc2)N2CC3=C(C2=O)C(c2ccc(Cl)cc2)NC(=O)N3C)C1 (stereo not given)	-1	-4	-7
COc1ccc(-c2[nH]ncc2CN2CCCC(CN3CCOCC3)C2)c(OC)c1 (stereo not given)	13	/	-8
CCN(CC)CC#CCOC(=O)C(O)(c1ccccc1)C1CCCCC1 (stereo not given)	-4&-5&5	-4&-4	-3&-4&-4&-8
CN1CCc2nc(NC(=O)c3ccc4c(c3)CCC4)sc2C1	10	-7	-13
Cc1ccc(CN(C)C(=O)CN2CCc3ccccc3C2)o1	3	/	-9
COc1ccc(C)cc1S(=O)(=O)Nc1ccc(Br)cc1	-1	/	-8
Cc1nn2c(SC3CCc4ccc(F)cc43)nnc2[nH]c1=O (stereo not given)	9	/	-6
COc1ccc(Cc2cnc(NC(=O)COc3cccc(C(F)(F)F)c3)s2)cc1	-3	-5	-7
CCN(Cc1ccccc1)C(=O)Nc1ccccc1N1CCCC1	6	-9	-12
CSc1nnc2nc3c(nn12)c1ccccc1n3C	10	/	-6
CCOC(=O)C1CCN(C(=O)CCc2ccc(-c3ccc(C)cc3C)n2-c2ccc(CC#N)cc2)CC1	-4	-6	-5
CCOC(=O)c1ccc2c(c1)nc(SCc1cc(C(F)(F)F)cc(Cl)c1F)n2Cc1ccccn1	-1	-6	-8
COc1cccc(CC2(CO)CCCN(Cc3nc(-c4cccs4)oc3C)C2)c1 (stereo not given)	13	-5	-3
CCOc1ccccc1NC(=O)N(CC(=O)N1CC(=O)N(c2ccc(F)cc2)C1)C1CC1	7	-5	-7
C=CCC1=CC(=Cc2c(N)n3nc(Cc4cccs4)sc3nc2=O)C=C(OC)C1=O	95*	/	2
Cc1nc(C(F)(F)F)ccc1C(=O)NC1CC2CC1C1CCCC21 (stereo not given)	9	/	-18
COc1c(O)cc(O)cc1O	/	39	35
CC(COc1ccccc1)NCc1nncn1C1CCCCC1 (stereo not given)	10	/	-4
CCCN(CC(=O)N(CCc1ccc(OC)c(OC)c1)Cc1ccc(C)s1)C(=O)Nc1ccccc1OC	-4	-7	9
Cn1nnc2c(SCc3c(F)cccc3Cl)ncnc21	-1	/	-2
CN(C)Cc1ccc(C2CCCN2C(=O)Cc2ccccn2)cc1 (stereo not given)	9	/	-3
O=C(CCc1ccccc1F)N1CCN(S(=O)(=O)c2cc(F)ccc2F)CC1	8	/	-10
CCCOc1ccc(-c2cc(C(=O)NCCCN3CCOCC3)c3ccccc3n2)cc1	-8	-4	-5
CCC(C)N(CC(=O)N(Cc1ccc(F)cc1)Cc1cccs1)C(=O)Nc1ccc(Br)cc1 (stereo not given)	-1	-6	-16
Cc1[nH]n(-c2cccc(Cl)c2)c(=O)c1C1=C(N2CCCC2)C(=O)N(Cc2ccco2)C1=O	/	-4	-4
CN(C)c1ccc([N+](=O)[O-])cc1/C=C(\C#N)c1nn(-c2ccccc2)c(N)c1C#N	-2	/	-6
C=CCNC(=O)c1ccc(OC)c(S(=O)(=O)NC2CCCCC2C)c1 (stereo not given)	-1	/	-6
O=C(CSc1ncnc2sc3c(c12)CCCC3)N1CCCC1	6	-2	-2

No new results follow: 3 of the compounds above.
SMILES	NPYLR7 agonist	mcGAS lum	hcGAS lum
CCCCc1ccc(-n2nnc(C(=O)N(C)C3CCS(=O)(=O)C3)c2C)cc1 (stereo not given)	3	-9	-7
Cc1cc(C(=O)N(Cc2ccco2)c2nc3ccc(Cl)cc3s2)on1	3	-7	-4
CC(C)=CCC/C(C)=C/CC/C(C)=C/CO	-11	/	-2

More entries follow.
SMILES	NPYLR7 agonist	mcGAS lum	hcGAS lum
Cc1ccc(S(=O)(=O)N2CCCC(C3OCCO3)C2)c(Cl)c1 (stereo not given)	1	/	-9
CCS(=O)(=O)Oc1ccccc1CN(CCOC)C(=O)Nc1ccccc1OC	13	-7	-14
Cc1cc(C(=O)NC(C)c2cc(C)sc2C)n2ncc(C(N)=O)c2n1 (stereo not given)	1	/	-3
CCc1nc(N(CCC(=O)NC2CC2)CC(C)C)c2ccc(Cl)cc2n1	/	-4	3
Cn1ccnc1C(NC(=O)COc1ccc(F)cc1)c1ccccc1F (stereo not given)	1	-8	2
CC(C)OCCCNC(=O)c1cc2c(=O)n(C)c(=O)n(C)c2n1Cc1ccco1	0	-8	-6
CC(NC(=O)Cc1csc(-c2cccs2)n1)c1ccccc1Cl (stereo not given)	2	/	-2
O=C(N1CCC(Cn2cccn2)CC1)C1(c2ccccc2)CCOCC1	-3	/	2
COCCC1NC(=O)/C(=C\N(C)C)C1=O (stereo not given)	8	/	-2
CC(=O)NCCc1c[nH]c2ccc(O)cc12	7&-3	-3&-2	-3&-2
O=C(c1ncc[nH]1)N1CCCCC1CCc1cccc(O)c1 (stereo not given)	23	-6	-1
c1ccc(Oc2ccc3nc(NC4=NCCCCC4)sc3c2)cc1	3&-2	/	-4&-4

Filtered by structure: the compounds so far containing a CF3 group
SMILES	NPYLR7 agonist	mcGAS lum	hcGAS lum
CNCC[C@@H](Oc1ccc(C(F)(F)F)cc1)c1ccccc1	-8	-4	-5
COc1ccc(Cc2cnc(NC(=O)COc3cccc(C(F)(F)F)c3)s2)cc1	-3	-5	-7
CCOC(=O)c1ccc2c(c1)nc(SCc1cc(C(F)(F)F)cc(Cl)c1F)n2Cc1ccccn1	-1	-6	-8
Cc1nc(C(F)(F)F)ccc1C(=O)NC1CC2CC1C1CCCC21 (stereo not given)	9	/	-18

From PubChem BioAssay
